RGS7-Gao reg: regulators of human RGS7-Galphao interaction | P09471 | Multiplexed bead flow cytometry, RGS7-Galphao binding; actives lie on both sides | binding response (% of control), % at 10 µM | hit rate 0.35% among 220,000; in the data active means binding response below about 49% or above about 150%; inconclusive means no clear call, values can overlap the other calls; inactive means in between;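 further: fluorescent Galphao held in activated GDP-AlF4 state binding bead-coupled RGS7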
Target sequence (P09471 whole entry, looked up): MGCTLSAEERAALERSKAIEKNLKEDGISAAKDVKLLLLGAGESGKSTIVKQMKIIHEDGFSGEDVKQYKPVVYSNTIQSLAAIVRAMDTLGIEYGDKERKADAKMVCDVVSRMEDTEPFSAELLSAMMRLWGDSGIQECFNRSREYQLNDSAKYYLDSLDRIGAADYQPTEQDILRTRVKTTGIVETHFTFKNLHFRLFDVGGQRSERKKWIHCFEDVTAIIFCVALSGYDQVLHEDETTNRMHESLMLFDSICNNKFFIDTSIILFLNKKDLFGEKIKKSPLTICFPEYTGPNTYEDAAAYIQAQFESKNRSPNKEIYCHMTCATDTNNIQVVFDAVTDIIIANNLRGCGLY
Bcl-2 Bim block: human Bim-Bcl-2 interaction inhibition | P10415 | hit rate 0.06% among 190,000 | inhibition, % at 10 µM | Bead-based flow cytometry, Bim peptide-Bcl-2 binding; in the data active means inhibition above about 40%; inconclusive means no clear call, values can overlap the other calls;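 further: 0% = no compound wells with probe peptide and 100% = reference peptide inhibitor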
Bfl-1 Bim block: inhibitors of Bim-Bfl-1 interaction, human. hit rate 0.12% among 190,000. inhibition, % at 10 µM. Bead-based flow cytometry, Bim-Bfl-1 binding inhibition. Q16548;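 further: 0% = wells without compound plus tracer and 100% = blocker peptide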
RGS4-Gao reg: human RGS4-Galphao interaction regulation; P09471; hit rate 0.33% among 220,000; AID 1415; Multiplexed bead flow cytometry, RGS4-Galphao binding; actives lie on both sides; binding response (% of control), % at 10 µM; in the data active means binding response below about 49% or above about 150%; inactive means in between;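 further: fluorescent Galphao activated with aluminum fluoride binding bead-coupled RGS4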
Mcl1 Bid PPI: disrupts binding of human Mcl-1 to Bid peptide; Q07820; TR-FRET Mcl-1/Bid-Dy647 peptide binding, 1536-well; inhibition, % at 21.7 µM; hit rate 0.97% among 220,000; AID 1021;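 active means compounds that cut the binding signal by more than half at the single screening dose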;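 further: His-tagged Mcl-1 with europium anti-His antibody binding Bid BH3 peptide; 0% = Mcl-1 plus peptide wells and 100% = peptide-only wells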
Target sequence (Q07820 whole entry, looked up): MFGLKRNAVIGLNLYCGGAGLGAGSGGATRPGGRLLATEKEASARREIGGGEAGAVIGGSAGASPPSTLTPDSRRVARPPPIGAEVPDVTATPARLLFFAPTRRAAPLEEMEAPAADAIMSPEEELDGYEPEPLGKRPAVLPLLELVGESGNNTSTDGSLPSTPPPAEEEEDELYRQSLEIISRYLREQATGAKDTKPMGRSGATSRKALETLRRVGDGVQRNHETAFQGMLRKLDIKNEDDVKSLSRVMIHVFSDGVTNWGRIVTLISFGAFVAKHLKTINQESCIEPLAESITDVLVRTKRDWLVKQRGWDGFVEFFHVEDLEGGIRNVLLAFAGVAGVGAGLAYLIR
Bim-Bcl-XL: disrupts Bim peptide binding to human Bcl-XL; hit rate 0.04% among 190,000; bead flow cytometry, fluorescence; inhibition, % at 10 µM; Q07817
GSH fluor: GSH bead compound fluorescence profile; fluorescence (KMESF) at 10 µM; AID 1776; hit rate 0.25% among 190,000; GSH beads flow cytometry, compound fluorescence 488/530 nm; stronger effect = higher value; in the data active means fluorescence above about 89;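 further: glutathione beads carrying GST-tagged Bcl family fusion proteins plus one bare bead set; values are compound well signal with DMSO vehicle wells as background; inactives centre near 16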
Mcl-1 Bim block: human Bim-Mcl-1 interaction inhibition; Q07820; Bead-based flow cytometry, Bim peptide-Mcl-1 binding; inhibition, % at 10 µM; hit rate 0.1% among 190,000;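 further: 0% = no compound tracer wells and 100% = peptide blocker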
Bcl-W Bim block: disrupts Bim peptide binding to human Bcl-W | Q92843 | bead-based flow cytometry | hit rate 0.02% among 190,000 | AID 952 | inhibition, % at 10 µM;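 further: 0% = bound tracer without compound and 100% = peptide blocker; higher means less fluorescent Bim peptide bound to Bcl-W beads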
Target sequence (Q92843 whole entry, looked up): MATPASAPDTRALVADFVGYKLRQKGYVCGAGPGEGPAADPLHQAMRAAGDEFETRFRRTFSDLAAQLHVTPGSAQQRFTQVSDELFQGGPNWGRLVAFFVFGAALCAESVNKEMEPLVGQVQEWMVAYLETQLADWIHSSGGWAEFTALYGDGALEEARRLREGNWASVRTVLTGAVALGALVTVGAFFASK
Bim-Bcl-B: disrupts Bim peptide binding to human Bcl-B; Q9HD36; bead-based flow cytometry; inhibition, % at 10 µM; hit rate 0.073% among 190,000;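 further: 0% = tracer peptide without compound and 100% = reference inhibitor peptide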
RGS8-Gao: modulates binding of RGS8 to human Galphao; hit rate 0.34% among 220,000; response (percent of control binding), % at 10 µM; AID 1423; multiplexed bead flow cytometry; actives lie on both sides; in the data active means response below about 60% or above about 140%; inactive means in between;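 further: Galphao activated as the GDP aluminium fluoride complex binding bead-coupled RGS8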
* = called active by the depositor; u = inconclusive; [ ] = dose if it differs, or a comment. Unless noted, no stated cut-off is given here; in the data, active means inhibition above about 40%. Rows are unselected. Share with any hit: about 1.8%.

Sample of the layout:
SMILES	RGS7-Gao reg	Bcl-2 Bim block	Bfl-1 Bim block	RGS4-Gao reg	Mcl1 Bid PPI	Bim-Bcl-XL	GSH fluor	Mcl-1 Bim block	Bcl-W Bim block	Bim-Bcl-B	RGS8-Gao
COc1ccc([N+](=O)[O-])cc1NC(=O)c1cn(-c2ccc(C)c(C)c2)c(=O)c2ccccc12	101	-5	-5	101	-17	-6	11	-2	-2	-8	98
COc1ccccc1C(=O)OCCNC(=O)Cn1cnc2c1c(=O)n(C)c(=O)n2C	u	-3	-7	102	-31	1	15	3	2	-5	102
O=C(O)c1ccc(-n2nnnc2Oc2cccc3cccnc23)cc1	101	-7	-10	106	2	-2	51	-2	1	-4	105

The whole of this part, from the start:
SMILES	RGS7-Gao reg	Bcl-2 Bim block	Bfl-1 Bim block	RGS4-Gao reg	Mcl1 Bid PPI	Bim-Bcl-XL	GSH fluor	Mcl-1 Bim block	Bcl-W Bim block	Bim-Bcl-B	RGS8-Gao
COc1ccc([N+](=O)[O-])cc1NC(=O)c1cn(-c2ccc(C)c(C)c2)c(=O)c2ccccc12	101	-5	-5	101	-17	-6	11	-2	-2	-8	98
COc1ccccc1C(=O)OCCNC(=O)Cn1cnc2c1c(=O)n(C)c(=O)n2C	u	-3	-7	102	-31	1	15	3	2	-5	102
O=C(O)c1ccc(-n2nnnc2Oc2cccc3cccnc23)cc1	101	-7	-10	106	2	-2	51	-2	1	-4	105
Cc1ccc(NC(=O)c2nnn(-c3cc(C)cc(C)c3)c2N)cc1	96	-1	-3	98	-10	-3	16	0	-2	-3	100
Cc1cc(C)c(NC(=O)c2cc(C(=O)O)ccc2C(=O)O)c([N+](=O)[O-])c1	108	-1	-3	103	20	-1	11	0	1	0	100
CC(OC(=O)c1cc(=O)[nH]c2ccccc12)C(=O)c1ccccc1 (stereo not drawn)	98	0	-3	103	11	0	26	1	-2	-3	103
CCOc1c(S(=O)(=O)NC2CC(C)(C)NC(C)(C)C2)ccc(Cl)c1Cl	u	-3	2	101	5	-6	16	-8	-3	0	104
CCCn1c(SC(C(=O)Nc2cc(C)ccc2OC)c2ccccc2)nc2ccccc2c1=O (stereo not drawn)	104	-4	-9	104	-60	-7	18	-11	-6	-7	101
Cc1ccc(N2CCN(CCc3nc4cc(NS(C)(=O)=O)ccc4n3C)CC2)cc1	120	-3	-3	120	-64	2	64	-2	-3	-4	147*[activator]
N#Cc1c(SCC(N)=O)nsc1SCc1ccc(Cl)cc1	94	-8	-10	98	-2	-4	14	0	0	-13	98
COc1ccc(CCNC(=O)CSCc2c(F)cccc2Cl)cc1OC	u	1	4	99	-9	-2	16	-2	0	2	102
CC1CCc2sc(C(=O)OCC(=O)NC(C)C)cc2C1 (stereo not drawn)	100	0	6	93	2	-3	16	-4	3	-2	95
O=C(CC1(O)C(=O)Nc2ccccc21)c1ccc2c(c1)OCO2 (stereo not drawn)	102	0	0	101	3	0	11	-6	-2	-2	101
COc1ccc(N2CCN(C(=O)c3cccnc3SCc3cccc(Br)c3)CC2)cc1	106	-3	-5	103	-20	1	14	0	0	-2	106
Cc1ccc(NC(=S)N(CCCN2CCOCC2)Cc2cccnc2)cc1C	u	-5	-6	100	-39	-3	10	-5	-3	-8	101
COc1ccc(C(=O)O/N=C(\C)c2ccccc2)cc1	98	3	4	99	26	8	29	7	4	4	103
Cc1ccc(CN2C(=O)c3ccccc3NC2c2ccccn2)cc1 (stereo not drawn)	99	-5	-4	100	-3	0	12	0	-1	-3	98
O=C1c2ccccc2C(=O)N1CCCCSc1nnc2ccccn12	101	-1	2	100	-15	-3	5	0	-3	-2	101
Cc1cc(C2=NNC(=NC3CC3)SC2)c(C)n1-c1ccccc1F	101	1	6	95	-45	-5	6	-3	-2	-6	95
Cc1cc(OC(=O)c2ccccc2)c([N+](=O)[O-])c(=O)[nH]1	96	-5	-5	98	21	-2	10	0	0	-2	98
Cc1ccc(OC(=O)CCc2c(C)nc3ncnn3c2C)cc1	97	-1	-1	98	-17	-3	24	1	-4	2	100
O=C(Cn1nnc2ccccc2c1=O)Nc1ccc(S(=O)(=O)N2CCOCC2)cc1	100	-3	-4	105	-11	-1	12	0	-5	-1	101
Cc1ccc(-c2cc(-c3cccs3)[nH]n2)c(O)c1	103	1	6	104	16	3	23	1	2	3	103
COc1ccc2c(c1)[nH]c1c(Cl)ncnc12	99	-6	-9	100	-7	-4	11	-4	-5	-6	101
CCN(CC)C(=O)c1ccc(Nc2nnc(C)c3ccccc23)cc1	100	-1	0	102	-10	1	16	0	1	1	103
Cc1cccc(OCCC(=O)Nc2nnc(C)s2)c1	103	2	-3	103	-20	-5	23	-1	1	-4	106
Cc1ccc(S(=O)(=O)Nc2ccc(C(=O)Nc3cc(C)on3)cc2)cc1	98	-1	-1	98	-6	0	10	6	6	0	100
CC(=O)c1ccc(NC(=O)c2ccc(S(=O)(=O)c3ccccc3)cc2)cc1	98	-5	-15	76	-7	-6	15	-5	-5	-7	93
Cc1ccc(-n2[nH]c3c4c(ccc3c2=O)C(=O)c2ccccc2C4=O)cc1	95	-3	1	99	5	-7	11	-2	-3	-6	102
COc1ccc(/C=N/n2cncn2)cc1CSc1ccccn1	98	-8	-17	98	-8	-10	33	-3	-1	-5	98
Cc1cccc(C(=O)Nc2cc(=O)n(C)c(=O)n2C)c1	102	-9	-12	100	-20	-2	19	0	-1	-6	101
CN1CCc2c(sc3c2c(=O)n(-c2ccccc2)c2n[nH]c(=S)n32)C1	102	-1	7	101	-29	4	14	5	4	-35	100
NS(=O)(=O)c1ccc(NCc2c(F)cccc2Cl)cc1	100	4	1	99	-6	-6	18	-3	-2	-3	98
CC(Cc1c[nH]c2ccccc12)NC(N)=O (stereo not drawn)	100	0	-5	101	-50	-2	10	0	0	-4	98
CC(C)c1ccc(/C=N/Nc2ccc(C(=O)O)cc2)cc1	100	-8	-16	100	-20	-6	11	-2	-3	-6	103
COc1ccc(CCN(Cc2cccs2)S(=O)(=O)c2ccc(C(=O)O)cc2)cc1OC	99	-1	-3	98	-16	-2	17	0	-2	-3	100
CCc1cccc(NC(=O)CSCc2cc(=O)[nH][nH]2)c1	97	-9	-9	98	-22	0	11	-1	4	-4	100
COc1cc(NC(=O)c2cc3ccccc3o2)c(OC)cc1Br	97	-10	-10	99	-28	-5	10	-2	0	-9	100
O=C(CCCNS(=O)(=O)c1cccs1)N1CCc2ccccc2C1	98	-9	-11	102	-7	2	25	0	1	-5	104
O=C(CC1C(=O)NCCN1Cc1ccoc1)NCCCn1ncc2ccccc21 (stereo not drawn)	100	-3	-6	104	-13	1	10	0	-2	0	102
COCC(=O)N(C)c1nnc(-c2cnccn2)s1	103	-10	-10	101	-19	-2	15	-2	3	-6	101
CCSc1nnc(NC(=O)C(CC)(C(F)(F)F)C(F)(F)F)s1	101	-8	-9	101	4	-4	11	0	-3	-8	102
CCN(CC)S(=O)(=O)c1ccc2c(c1)c(=O)c(C(=O)NCCOC)cn2C	102	-7	-9	103	21	-5	43	-1	2	-6	104
CC(C)(C)c1ccc(/C=N/Nc2cccc(C(=O)O)c2)cc1	92	2	-1	88	-13	1	16	2	2	0	96
CCNC(=S)N=Nc1c(O)[nH]c2ccc(C(C)C)cc12	84	-1	-1	82	-44	-6	10	-4	-3	-9	92
CCCC(C)NC(=O)/C=C/c1cccc([N+](=O)[O-])c1 (stereo not drawn)	97	-13	-17	96	15	-1	25	-3	-1	-11	97
COc1cccc2cc(-c3ccccc3)c(=O)oc12	103	1	-1	101	-21	0	13	1	0	-1	101
CCCc1ccc(C(=O)CCC(=O)O)cc1	111	0	-4	113	-4	3	4	1	1	-4	108
O=C(O)CCNC(=O)c1ccccc1	96	3	0	98	7	-2	20	-3	-3	-4	97
COCCNC(=O)c1ccc2c(=O)n(Cc3ccco3)c(SCC(=O)NC3CCCCC3)nc2c1	95	-2	0	96	25	-4	25	-3	-1	-3	101
COc1ccc(CC(=O)OCC(=O)Nc2c(C)n(C)n(-c3ccccc3)c2=O)cc1	100	-9	-10	99	-14	2	42	-9	1	-5	103
C/C(=N\N=C(N)N)c1ccc(Cl)cc1	102	-2	6	103	-9	-5	8	-5	-2	-4	90
O=C(CN(Cc1cccs1)C(=O)CSc1nnc(COc2ccccc2)o1)NC1CCCCC1	97	-21	6	99	-1	-2	18	-1	-1	1	102
CCN(CC(=O)NCc1ccc(F)cc1)CC(O)COCc1cccc(OC)c1 (stereo not drawn)	98	-2	-1	96	-1	-1	8	-3	0	-2	103
Cc1cc[n+]2c3c(cccc13)CCC2	99	-6	-11	103	-5	-4	21	0	1	3	100
CCc1ccc(NC(=O)CN(c2ccccc2)S(=O)(=O)N(C)C)cc1	99	-1	-3	104	-32	-2	11	2	-1	0	101
Cc1ccc(-c2nc(C)sc2CC(=O)O)cc1	94	0	-12	98	-11	-4	5	3	3	-4	99
COc1ccccc1/C=C(/C(=O)OCC(=O)N(C)Cc1ccccc1)c1ccccc1	102	-7	-10	104	-37	-8	16	-3	-7	-6	98
CC1CC(C)(C)NC(=S)N1CC(=O)NCc1ccc(Cl)cc1 (stereo not drawn)	99	-10	-11	98	-10	-6	14	-2	-3	-12	103
Cn1cc(/C=N\NC(=O)C2COc3ccccc3O2)c2ccccc21 (stereo not drawn)	96	-7	-9	97	-6	-9	9	-6	-5	-11	98
Additional results follow.
SMILES	RGS7-Gao reg	Bcl-2 Bim block	Bfl-1 Bim block	RGS4-Gao reg	Mcl1 Bid PPI	Bim-Bcl-XL	GSH fluor	Mcl-1 Bim block	Bcl-W Bim block	Bim-Bcl-B	RGS8-Gao
COn1c(=O)c(-c2ccc(Cl)cc2)[n+]([O-])c2ccccc21	103	-11	-12	102	-28	-9	35	0	-2	-8	102
Cn1c(CN2CCOCC2)nnc1SCC(=O)NCCc1ccccc1	106	-11	-10	109	-25	-4	22	-2	0	-7	103
CSCCC(NC(=O)c1ccccc1Br)C(=O)Nc1ccc(C)cc1 (stereo not drawn)	97	-10	-11	97	-19	-10	19	-3	-4	-8	99
CC(C)C(C(=O)NC1=NCCS1)c1ccc(Cl)cc1 (stereo not drawn)	103	4	0	105	-5	0	21	0	2	-6	110
CCC(CC)NC(=O)CCCSc1nc2ccccc2[nH]1	103	-1	-1	101	-29	-4	12	-1	-2	0	101
CN(CCO)c1cc(N(C)CCO)c([N+](=O)[O-])cc1[N+](=O)[O-]	101	-2	-2	100	-24	-3	20	-2	-2	-8	102
Brc1c(CSc2nncn2-c2ccccc2)nc2ncccn12	97	-5	-3	95	-4	-3	13	-3	-6	-5	99
C/C(=N/NC(=O)c1cc(-c2cccc([N+](=O)[O-])c2)n[nH]1)c1ccc(Cl)cc1	97	4	12	98	74*	10	18	4	7	9	98
O=C(COC(=O)c1cccnc1Nc1ccccc1F)NCc1ccc2c(c1)OCO2	116	-9	-9	109	6	-14	33	1	-4	-9	108
O=C(CN1CCOCC1)Nc1nc2ccc(Br)cc2s1	100	-6	0	103	0	-1	16	0	-2	0	101
CCCCCC(=O)Nc1nc(C)c(-c2csc(Nc3cc(Cl)ccc3C)n2)s1	98	-15	-15	99	4	-6	25	-2	1	-8	98
CCOc1ccc(NC(=O)c2cccc3c2C(=O)N(Cc2cccnc2)C3)cc1	98	-3	-2	98	-5	-7	24	-2	0	-3	99

Compound activity from PubChem BioAssay.
